ADAM17 inh – ADAM17 inhibition, QFRET primary screen | recombinant ADAM17, EDANS/DABCYL FRET peptide cleavage | inhibition, % at 6.95 µM | actives 0.83% (n = 370,000);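 active = inhibition above the mean of compounds lying between control limits plus 3 SD, set per campaign, cut at about 8.5% in these data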;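 also: 0% = DMSO-only wells as the low control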
PLCg1 inh – inhibitors of human phospholipase C gamma1; inhibition, % at 12.2 µM; purified PLC-gamma1, fluorogenic substrate, fluorescence; actives 0.84% (n = 370,000); P19174; AID 720700; in the data active = inhibition above about 9.5%
ADAM10 inh – ADAM10 inhibition, QFRET primary screen; recombinant ADAM10, EDANS/DABCYL FRET peptide cleavage, 3 h; inhibition, % at 7 µM; actives 0.62% (n = 370,000); AID 720582;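 active = inhibition above a per-campaign cutoff equal to the mean of compounds falling between control-based bounds plus 3 SD, cut at about 20% in these data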;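 also: 0% = DMSO wells while the 100% control is not disclosed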
Tn7 DDE FP – inhibitors of Tn7 peptide binding to human fibrin DD(E); FP displacement of FITC-Tn7 peptide from fibrin DD(E); 0% = median of compound wells per plate; P02675; inhibition, % at 8.3 µM; actives 0.13% (n = 370,000); AID 720508;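 active = inhibition above the mean of compounds falling within the control limits plus 3 SD of them, cut at about 14% in these data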;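 also: 0% = plate median of compound wells and 100% = 10 µM Aha-Tn7 peptide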
Target sequence (P02675 whole entry, looked up): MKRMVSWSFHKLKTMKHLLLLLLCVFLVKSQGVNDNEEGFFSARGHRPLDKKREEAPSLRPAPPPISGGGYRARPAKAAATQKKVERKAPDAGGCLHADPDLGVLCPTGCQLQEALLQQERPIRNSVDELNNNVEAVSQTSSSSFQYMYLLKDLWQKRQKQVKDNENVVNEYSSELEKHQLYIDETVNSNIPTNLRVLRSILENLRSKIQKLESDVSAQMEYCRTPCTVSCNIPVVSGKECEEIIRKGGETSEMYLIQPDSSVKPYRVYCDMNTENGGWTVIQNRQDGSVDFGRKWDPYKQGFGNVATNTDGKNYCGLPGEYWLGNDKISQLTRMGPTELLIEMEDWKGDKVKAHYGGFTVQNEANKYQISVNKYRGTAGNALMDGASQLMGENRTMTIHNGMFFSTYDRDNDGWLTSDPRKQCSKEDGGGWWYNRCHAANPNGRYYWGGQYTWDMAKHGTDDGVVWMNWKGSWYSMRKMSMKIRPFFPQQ
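Assay system: human fibrin DD(E) protein / Input: 2 µM fibrin DD(E) / Benchmarks: high control of 10 µM Aha-Tn7 peptide / Measured by: fluorescence polarization of the labelled Tn7 tracer / Medium: Tris buffer with calcium and detergent, pH 7.8 / Timing: 10 min compound pre-incubation, 3 h probe incubation at room temperature / Repeats: one replicate per compound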
ARFGAP1 inh – inhibits rat ARF GTPase activating protein 1 | Q62848 | Arfgap1-stimulated ARF1 GTP hydrolysis, GDP FP detection | inhibition, % at 16.5 µM | actives 0.26% (n = 360,000) | AID 651572;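 active = inhibition above a per-plate limit, mean inhibition of low control wells plus 3 SD, cut at about 25% in these data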;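 also: 0% = DMSO wells with enzyme and 100% = wells lacking Arfgap1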
Target sequence (Q62848 1-136 limits assumed): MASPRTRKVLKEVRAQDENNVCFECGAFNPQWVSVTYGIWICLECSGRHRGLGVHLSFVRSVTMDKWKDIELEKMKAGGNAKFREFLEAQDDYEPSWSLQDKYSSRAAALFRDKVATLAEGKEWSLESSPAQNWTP
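System: truncated rat Arfgap1 GAP domain / Medium: HEPES-based buffer, pH 7.5 / Also added: N-terminally truncated human ARF1-GTP substrate / Incubation: enzyme reaction 120 min at 25 °C after 20 min preincubation / Measured by: FP of antibody-bound GDP Alexa 633 tracer, ex 620/em 688 nm / Replicates: singlicate, each compound tested once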
TDP2 absorb – TDP2 (human) inhibition, absorbance primary screen | actives 0.34% (n = 370,000) | O95551 | inhibition, % at 12.8 µM | recombinant TDP2, T5PNP hydrolysis, p-nitrophenol absorbance 415 nm | AID 720702;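 active = inhibition above the mean of all tested compounds plus 3 SD, set per campaign, cut at about 25% in these data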;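 also: 0% = DMSO with enzyme and 100% = buffer with substrate but no TDP2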
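Read-out basis: percent inhibition. System: recombinant human TDP2. Buffer or medium: Mg2+-containing Tris-HCl buffer, pH 7.5. Repeats: single replicate. Timing: reaction 2 h, 37 °C. Benchmarks: high control without enzyme, low control DMSO plus TDP2. Probe or stimulus: 5 mM T5PNP. Doses: 12.8 µM only. Measured by: epi absorbance of p-nitrophenol freed from T5PNP by hydrolysis.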
KLK7 zymogen act – activates the human kallikrein-7 zymogen; purified proKLK7, EDANS-DABCYL substrate fluorescence; 100% is mature enzyme control, 0% vehicle; activation, % at 7 µM; actives 0.9% (n = 370,000);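 active = activation above the mean of all tested compounds plus 3 SD, computed per campaign excluding outliers beyond control limits, cut at about 13% in these data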
Target sequence (P49862 whole entry, looked up): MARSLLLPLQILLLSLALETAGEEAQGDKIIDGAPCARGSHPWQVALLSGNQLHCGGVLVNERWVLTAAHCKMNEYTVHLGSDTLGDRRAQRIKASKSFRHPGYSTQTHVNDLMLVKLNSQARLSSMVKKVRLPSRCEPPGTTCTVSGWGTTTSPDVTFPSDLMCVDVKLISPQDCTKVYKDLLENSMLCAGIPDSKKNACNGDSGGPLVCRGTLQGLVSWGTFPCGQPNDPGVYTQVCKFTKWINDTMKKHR
LEDGF integ inh – blocks HIV-1 LEDGF/p75-dependent DNA integration | TR-FRET IN-LEDGF/p75 DNA integration, Eu/Cy5 | inhibition, % at 3.7 µM | actives 0.64% (n = 370,000) | AID 743269;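 active = inhibition above the screen-wide mean plus 3 SD, cut at about 13% in these data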;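 also: signal is the Cy5 over europium emission ratio at 671 and 618 nm; 0% = plate median of compound wells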
ASAP1 inh – ASAP1 ArfGAP inhibition; actives 0.19% (n = 360,000); ASAP1-stimulated ARF1 GTP hydrolysis, GDP FP detection; Q9ULH1; inhibition, % at 16.5 µM; in the data active = inhibition above about 25%;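 also: 0% = vehicle with enzyme and substrate and 100% = no enzyme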
DDE Tn6 FP inh – DD(E)-Tn6 binding inhibition, primary FP screen. AID 720509. P02675. inhibition, % at 8.3 µM. Fibrin DD(E) TRITC-Tn6 fluorescence polarization displacement. actives 0.21% (n = 370,000);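 active = inhibition above a per-campaign cutoff: mean of compounds within control limits plus 3 SD, cut at about 15% in these data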;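 also: 0% = median of all compound wells on the plate and 100% = blocking peptide control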
Active calls of the source: *; i = inactive.

SMILES | ADAM17 inh | PLCg1 inh | ADAM10 inh | Tn7 DDE FP | ARFGAP1 inh | TDP2 absorb | KLK7 zymogen act | LEDGF integ inh | ASAP1 inh | DDE Tn6 FP inh
C=CCSc1nnc2c(n1)[nH]c1c(C)cccc12 | -2 | -1 | -2 | 3 | 1 | -3 | -0.5 | 3 | 5 | 5
CCN(CC(=O)Nc1c(F)cccc1F)C(=O)c1ccccn1 | -2 | 3 | -3 | -7 | 7 | -7 | 0.8 | 2 | 2 | 4
NC(=O)c1ccccc1[N+](=O)[O-] | -2 | 1 | -2 | -6 | -3 | 10 | 0.2 | 3 | 15 | 2
COCCNc1nc2c(c(=O)n(C)c(=O)n2C)n1Cc1cccc(C)c1 | -1 | 3 | 2 | 1 | 2 | -5 | -0.1 | -3 | -10 | 1
CCOC(=O)Cc1nnc(NCc2ccccc2)c2ccccc12 | 1 | 0 | 9 | 6 | 0 | -10 | 0.5 | 2 | -3 | -2
CC(=O)/C=C1/SC(CC(=O)O)C(=O)N1c1ccccc1 (stereo not drawn) | -4 | -2 | -6 | -6 | -1 | 3 | 0.7 | 1 | -5 | -6
CC(=O)N(C)c1ccc(N=Cc2cc3c(cc2[N+](=O)[O-])OCO3)cc1 | -2 | 0 | 8 | 0 | 7 | 37* | -0.5 | 43* | 20 | 2
Nc1cc(C(F)(F)F)cc([N+](=O)[O-])c1N | -4 | 0 | -7 | 3 | -2 | 4 | -0.2 | 1 | 12 | 1
COc1cccc(C2c3[nH]c4ccccc4c3CCN2Cc2cccn2-c2ncccn2)c1 (stereo not drawn) | -5 | -13 | -20 | 5 | 3 | 6 | 0.8 | -1 | 5 | 0
O=C(NCCc1ccccc1)C(=O)NCCC1CCCCN1S(=O)(=O)c1cccs1 (stereo not drawn) | -2 | 0 | 9 | -2 | -4 | -3 | 0.5 | 3 | 8 | -1
CCOC(=O)Cc1csc(NC(=O)c2ccc(F)cc2)n1 | -5 | 1 | -8 | 0 | 4 | 9 | 0.4 | 2 | -11 | -14
Cn1c(=O)c2ccccc2n(C)c1=O | -2 | 1 | -22 | 12 | 3 | 2 | -0.1 | -5 | 9 | 7
COc1ccc(C(=O)CCC(=O)Nc2ccc(Cl)cc2)cc1 | 1 | 3 | 7 | -4 | 13 | -2 | -0.5 | 2 | 6 | -2
CCCn1c(SCc2ccc(C(=O)OC)o2)nc2ccccc2c1=O | 2 | -1 | 10 | -4 | 5 | -4 | 0.2 | 2 | 4 | 9
CC(=O)c1ccc(NS(=O)(=O)c2c(C)cc(C)cc2C)cc1 | 2 | -4 | -6 | -8 | 9 | 5 | -0.5 | -1 | 12 | -3
CC(C)(C)c1ccc(/C=N/Nc2cccc(C(=O)O)c2)cc1 | -5 | -3 | -2 | 5 | -4 | 9 | 0.5 | -3 | 3 | 3
COc1ccc(C(=O)Nc2cccc(C(C)=O)c2)c(OC)c1OC | -2 | 0 | 1 | 2 | 3 | 1 | 0.4 | -5 | 9 | 12
CCCNC(=O)C(Cc1ccc(I)cc1)NC(=O)c1ccc(C#N)cc1 (stereo not drawn) | 3 | 7 | 3 | 2 | 0 | -8 | -0.1 | -1 | 0 | 4
CCOC(=O)c1ccc(CNC(=O)Cn2nnc(-c3ccccc3F)n2)o1 | -2 | -2 | -3 | 1 | -2 | 13 | 0.0 | -6 | -5 | 4
CC(NC(=O)c1cccs1)C(c1cccs1)N1CCN(Cc2ccccc2)CC1 (stereo not drawn) | 3 | 0 | -6 | -2 | 7 | -7 | -0.1 | -2 | -5 | 2
O=c1[nH]c(CSc2nc3ccccc3[nH]2)nc2c1cnn2-c1ccccc1 | -1 | -1 | 1 | 8 | -1 | -6 | -0.1 | -7 | 9 | 5
O=C(c1ccc(C(F)(F)F)n(Cc2ccc(Cl)cc2)c1=O)N1CCOCC1 | 0 | -1 | -1 | 3 | 0 | -3 | 0.0 | 0 | 1 | -1
OCC(O)C(O)C(O)C(O)c1nc2ccccc2[nH]1 (stereo not drawn) | -7 | 1 | -4 | 6 | 1 | 8 | 0.0 | 0 | -6 | 6
Cc1ccc(Cl)cc1N1CCN(C(CC(C)C)c2nnnn2CC2CCCO2)CC1 (stereo not drawn) | -2 | 0 | 4 | 6 | 4 | 0 | 0.1 | -3 | 2 | 5
COc1ccc(OC)c(CCNC(=O)CCc2nnc3ccc(N4CCOCC4)nn23)c1 | -1 | 2 | 7 | -8 | -1 | -14 | 0.4 | 0 | -15 | 6
O=C(/C=C/c1cc(Br)ccc1F)Nc1cccnc1 | 0 | -1 | -3 | 4 | 0 | -1 | -0.4 | -9 | 0 | 3
CC(=O)c1sc(NC(=O)c2cccc3ccccc23)nc1C | -2 | -3 | -7 | -4 | 7 | 6 | 0.1 | 1 | -4 | -5
CCOC(=O)N(Cc1ccccc1)Cc1ccc(C(=O)N[C@@H](Cc2ccccc2)C(=O)O)cc1 | 0 | -2 | 1 | 4 | -2 | -2 | -0.4 | 5 | -5 | -3
CC(C)NC(=O)COC(=O)c1ccc(Oc2ccccc2)cc1 | -5 | 1 | -7 | 8 | 5 | 6 | 0.6 | -1 | -11 | 1
O=C(NCCC1=CCCCC1)c1c(O)nc2ccccn2c1=O | -10 | -11 | -13 | 7 | -3 | -4 | -1.8 | 1 | -5 | 6
C=CCNCCOCCOc1ccccc1-c1ccccc1 | 2 | 2 | 2 | -7 | 13 | 2 | 0.0 | 2 | 0 | -4
O=C(NCc1cccnc1)/C(=C\c1ccc(-c2cccc(Cl)c2)o1)S(=O)(=O)c1ccccc1 | -2 | 1 | -14 | 3 | -6 | 1 | -0.7 | -3 | 7 | -4
COc1ccc(C2=C/C(=C\c3ccccc3OC(C)=O)C(=O)O2)cc1 | -3 | -10 | -4 | 6 | 1 | 8 | 0.2 | -4 | -10 | 8
Cc1cc(C)n(CCNC(=O)C2CCC(=O)N(CCc3cccc(F)c3)C2)n1 (stereo not drawn) | -1 | 2 | 13 | 2 | 11 | 0 | 0.1 | 5 | 7 | -4
COc1ccc(-c2csc(C(NC(C)=O)c3ccccc3)n2)cn1 (stereo not drawn) | -2 | 2 | 1 | -2 | 8 | -7 | -0.8 | 1 | -4 | 4
Cc1c(/C=N/NC(=O)CNc2ccccc2)c2ccccn2c1C(=O)c1ccc(Cl)cc1 | 0 | -7 | 3 | -3 | -3 | -4 | 0.0 | -1 | -2 | 3
COc1ccc(C)cc1N(CC(=O)NC1CCCC1)C(=O)CCC(=O)Nc1nc(C)cs1 | 0 | 2 | 1 | -6 | 0 | 2 | 0.0 | 5 | -4 | -1
COc1ccc(N2CCN(C(=O)C3Cc4ccccc4CN3C(=O)c3ccco3)CC2)cc1 (stereo not drawn) | -3 | 1 | 2 | -1 | 1 | 5 | -0.3 | 0 | -16 | 6
CCCCNC(=S)NC(=O)c1ccc(Cl)cc1Cl | 3 | 0 | -7 | -1 | 7 | -11 | 0.0 | 0 | -2 | 3
O=[N+]([O-])c1cccc(COc2cccc(CN3CCCCC3)c2)c1 | 2 | 4 | 9 | -2 | -14 | 4 | 0.0 | 3 | -3 | 3
COc1ccc(NC(=O)COC(=O)COc2cccc(Br)c2)cc1OC | 0 | -4 | 3 | 3 | -6 | 4 | 0.5 | 0 | 11 | 1
CC1=CC(=C2C(=O)c3ccccc3C2=O)C=C(C)N1C | 2 | -4 | 0 | -5 | -5 | 6 | 0.2 | 1 | 11 | -1
O=C(COc1ccc(C(=O)c2ccccc2)cc1)NC1CCCCC1 | 1 | 3 | 6 | 2 | -3 | 4 | -0.4 | 0 | 8 | -2
CCOc1cc(S(=O)(=O)NC2CC(C)(C)NC(C)(C)C2)ccc1Cl | 2 | 4 | 2 | -4 | 3 | -2 | -0.4 | 4 | -13 | -3
O=S(CC1CC1(Cl)Cl)CC1CC1(Cl)Cl (stereo not drawn) | -6 | -1 | 1 | 6 | 19 | 2 | -0.1 | -3 | 6 | 2
CCOC(=O)Cn1nc(/C=C/c2ccccc2)ccc1=O | -46 | -96 | -141 | -7 | 6 | -4 | 2.9 | 3 | 0 | -7
Cc1c(Cl)cccc1NC(=S)NCCc1ccccn1 | 1 | 2 | 2 | -4 | -3 | -7 | 0.8 | 4 | -4 | -4
COc1ccccc1OCC(=O)Nc1ccc(S(=O)(=O)Nc2cc(C)nc(C)n2)cc1 | -4 | 8 | -8 | -3 | -4 | 3 | 0.0 | 2 | -3 | -7
Cc1noc(C)c1S(=O)(=O)N(CCc1ccccc1)Cc1ccccc1 | 1 | -1 | 12 | -3 | 9 | 9 | -0.1 | 0 | -13 | -4
COc1ccc(/C=N/Nc2nc(C)cc(-c3ccccc3)n2)c(OC)c1 | -1 | -6 | 0 | 2 | -1 | 1 | 0.1 | 7 | -12 | -4
COC(=O)C1=CN(Cc2ccc(F)cc2)C=C(C(=O)OC)C1c1cc(OC)c(OC)c(OC)c1 | -230 | -178 | i | 4 | 7 | 4 | -8.6 | -3 | 14 | 0
CCCn1c(C2CCCN2c2nc(-c3ccc(C)cc3)cs2)nc2cc(Cl)c(N3CCCCC3)cc21 (stereo not drawn) | -1 | -7 | 4 | 7 | -2 | 1 | -0.3 | 0 | -12 | 5
Cc1cc2[nH]c3c(c[n+](C)c4ccccc34)c2cc1C | -28 | i | -74 | -12 | -1 | -6 | 9.8 | 5 | -2 | 7
CS(=O)(=O)c1cccc(C(=O)OCC(=O)c2ccc3c(c2)OCCO3)c1 | -4 | -9 | -1 | 2 | 3 | 2 | 0.1 | -2 | -4 | 1
COc1ccc(C(=O)CSc2nnc(-c3ccoc3C)n2CC2CCCO2)cc1 (stereo not drawn) | -2 | -1 | 0 | -4 | 0 | 0 | 0.0 | 2 | -4 | 4
COc1cc(C=C(C#N)C(=O)c2ccccc2)cc(OC)c1OC | -5 | -11 | -30 | 4 | -6 | 2 | 0.0 | 1 | 4 | 1
CC(O)[C@H]1CNC(=O)C(=O)N1CCc1cccc2ccccc12 (stereo partly drawn) | -1 | 1 | 0 | -6 | 0 | -6 | 0.0 | -4 | 14 | 6
